# Bioassay records as filed in PubChem.
# TRHR enhancer: allosterically enhances the human TRH receptor; 360,000 compounds, 0.66% hits; TRHR cells, fluo-8 calcium fluorescence, EC20 TRH enhancement; enhancement, % at 2 µM; in the data active = enhancement above about 30%; also: 0% is about no effect
#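 TRHR-expressing cells loaded with fluo-8 calcium dye were read kinetically (ex 480/em 530) during compound addition, then stimulated with an EC20 of TRH (10 nM final). Enhancement of the Gq-mediated intracellular calcium response was scored.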
# TRHR agonist: agonists of human TRH receptor. P34981. TRHR cells, calcium flux fluo-8, FDSS agonist mode. activation, % at 2 µM. 360,000 compounds, 0.18% hits; also: 0% is about no effect
#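 TRHR-expressing cells loaded with fluo-8 calcium dye; 23 nL library compound pin-transferred, kinetic FDSS fluorescence (Ex 480/Em 530) recorded about 180 s for agonist-induced calcium release, before a 10 nM TRH EC20 addition for potentiator mode.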
# D1 antag: antagonists of human D1 dopamine receptor. P21728. HEK293 TREx D1 cells, calcium flux, dopamine EC80; hits give low values. activity change, negative = inhibition, % at 10 µM. 360,000 compounds, 3.2% hits. AID 504652; in the data active = activity change below about -30%; also: % is scaled to controls: 0 for no effect and ±100 for the full control effect
#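 HEK293 T-REx cells expressing inducible, force-coupled D1 receptor; no-wash Ca dye, 30–90 min RT. Cmpd → 180 s read at 1 Hz → EC80 DA → 180 s read.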
# D2 potentiator: positive allosteric modulators of human D2 dopamine receptor; 340,000 compounds, 0.34% hits; potentiation, % at 10 µM; HEK293 T-REx D2, calcium flux, EC20 dopamine potentiation; AID 485347;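 active = potentiation over 3 SD above the plate norm, cut at about 30% in these data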; also: 0% is about no effect
#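 Tetracycline-induced Hek293 Trex D2 cells, force-coupled to calcium, loaded with no-wash calcium dye. Compound added with 180 s kinetic read for agonism, then EC20 dopamine and a further 180 s read for potentiation.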
# D1 ag: agonists of human D1 dopamine receptor; P21728; HEK293 T-REx D1 cells, calcium flux, agonist mode; activation, % at 2 µM; 360,000 compounds, 1% hits; AID 504660; also: 0% is about no effect
#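 Inducible HEK293 T-REx D1 cells, force-coupled to calcium signalling, were plated at 4000 cells/well with tetracycline and held overnight at 30 C. After no-wash calcium dye loading, compound-evoked calcium rise over 180 s flagged agonists.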
# D2 antagonist: D2 dopamine receptor (human) antagonism; inhibition, % at 10 µM; 340,000 compounds, 2% hits; AID 485344; HEK293 TREx D2 cells, calcium flux, dopamine EC80; P14416; in the data active = inhibition above about 30%; also: 0% is about no effect
#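 Tetracycline-induced HEK293 TREx cells expressing D2 receptor forced-coupled to calcium signalling, loaded with no-wash calcium dye. Compounds added and calcium flux read 180 s, then dopamine added at EC80 and read a further 180 s.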
# RXFP1 antag: antagonists of human relaxin receptor RXFP1; Q9HBX9; HEK293-RXFP1, relaxin-stimulated cAMP HTRF, 30 min; hits give low values; activity change, negative = inhibition, % at 57.5 µM; 350,000 compounds, 0.59% hits;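 active = activity change of -60% or lower, but not beyond a set lower limit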; also: % is scaled to controls: 0 for no effect and ±100 for the full control effect
# Target sequence (Q9HBX9 whole entry, looked up): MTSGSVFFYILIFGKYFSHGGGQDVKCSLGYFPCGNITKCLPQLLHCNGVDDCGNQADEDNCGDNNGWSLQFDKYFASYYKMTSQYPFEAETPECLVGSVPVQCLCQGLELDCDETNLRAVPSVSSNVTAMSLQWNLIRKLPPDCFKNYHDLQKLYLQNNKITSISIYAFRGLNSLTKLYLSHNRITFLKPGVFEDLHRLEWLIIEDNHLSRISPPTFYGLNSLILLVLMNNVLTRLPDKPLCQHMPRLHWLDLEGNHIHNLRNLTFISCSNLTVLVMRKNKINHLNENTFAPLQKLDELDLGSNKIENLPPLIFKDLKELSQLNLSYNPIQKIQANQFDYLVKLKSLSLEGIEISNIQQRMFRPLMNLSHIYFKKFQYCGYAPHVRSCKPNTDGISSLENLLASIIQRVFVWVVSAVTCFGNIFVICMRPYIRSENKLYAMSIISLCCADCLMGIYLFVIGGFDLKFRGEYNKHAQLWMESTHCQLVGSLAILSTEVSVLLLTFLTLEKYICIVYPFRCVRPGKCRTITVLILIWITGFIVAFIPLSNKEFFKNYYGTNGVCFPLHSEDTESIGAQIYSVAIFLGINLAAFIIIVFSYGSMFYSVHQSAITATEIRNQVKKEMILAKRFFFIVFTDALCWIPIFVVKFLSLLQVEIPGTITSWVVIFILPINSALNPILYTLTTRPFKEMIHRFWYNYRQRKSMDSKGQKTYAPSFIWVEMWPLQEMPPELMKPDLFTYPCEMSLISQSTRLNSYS
# D1 potentiator: enhances dopamine response at the human D1 receptor; P21728; HEK293 TREx D1 cells, calcium flux, dopamine EC20 potentiation; potentiation, % at 10 µM; 360,000 compounds, 0.036% hits; in the data active = potentiation above about 30%; also: 0% is about no effect
# D2 agonist: agonists of human D2 dopamine receptor | 340,000 compounds, 0.53% hits | P14416 | AID 485358 | HEK293 T-REx D2 cells, calcium flux agonist mode | activation, % at 2 µM;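 active = activation over 3 SD above normal in the single-dose calcium agonist read, cut at about 30% in these data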; also: 0% is about no effect
#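 Tetracycline-induced HEK293 Trex cells with D2 receptor force-coupled to calcium signaling, plated overnight at 30 C and loaded with no-wash calcium dye. Calcium flux read kinetically for 180 s after compound addition; responses flag agonists.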
# Numbers without * were called inactive; x = no result given; & = joins results of further samples. Rule as the data show it, unless noted: active = activation above about 30%; inactive = the rest.
SMILES,TRHR enhancer,TRHR agonist,D1 antag,D2 potentiator,D1 ag,D2 antagonist,RXFP1 antag,D1 potentiator,D2 agonist
Cc1ccc(C(=O)C(O)C(c2ccc(C)cc2)N2CCCCC2)cc1 (stereo not drawn),3,1.3,9,-3,3,-1,-15,3,0.4
O=C(/C=C/c1ccco1)OCn1nnc2ccccc2c1=O,3,0.9,6,-4,2,6,-4,-7,2.7
COc1ccc(CNS(=O)(=O)CCNC(=O)c2ccc(OC)cc2)cc1,5,-0.2,-8,-5,1,1,3,2,0.3
COc1ccccc1CNC(=O)COC(=O)Cc1c[nH]c2ccccc12,3,-0.4,-13,-1,-1,9,0,-6,0.0
COc1ccc(C2=NOC(C(=O)N3CCCCCC3)C2)cc1OC (stereo not drawn),1,0.0,12,-8,1,-13,-10,-5,-0.8
Cn1cnnc1SCC(=O)c1cccc([N+](=O)[O-])c1,0,0.2,-6,1,0,-4,9,-2,1.2
CC(C)CCC(O)(CCC(C)C)C(=O)NNc1ccccc1,-7,-0.4,21,-1,-2,-2,3,-1,-4.9
Cc1ccc(CNc2ncnc3c2cnn3-c2ccc(Cl)cc2)cc1,-6,1.1,-11,4,3,x,-6,0,0.0
CCOC(=O)c1nn(-c2ccccc2)c(C#N)c1N,-4,-0.6,-1,1,2,8,0,4,-0.4
CCOC(=O)c1cnc(SC)nc1Oc1cccc(NC(=O)c2ccc(Cl)cc2)c1,-1,0.7,1,-11,2,4,-1,4,0.0
CCCCC(=O)Nc1cccc(-c2cn3ccsc3n2)c1,-4,0.4,-11,-2,1,3,-7,-9,0.9
COc1cc(NC(=O)CSc2nc(C)c(C)c(C)n2)c(C)cc1[N+](=O)[O-],-2,-1.0,19,-3,11,7,x,0,-0.3

# A portion taken from the entries so far, for reference:
SMILES,TRHR enhancer,TRHR agonist,D1 antag,D2 potentiator,D1 ag,D2 antagonist,RXFP1 antag,D1 potentiator,D2 agonist
CC(C)CCC(O)(CCC(C)C)C(=O)NNc1ccccc1,-7,-0.4,21,-1,-2,-2,3,-1,-4.9
Cc1ccc(CNc2ncnc3c2cnn3-c2ccc(Cl)cc2)cc1,-6,1.1,-11,4,3,x,-6,0,0.0
CCOC(=O)c1nn(-c2ccccc2)c(C#N)c1N,-4,-0.6,-1,1,2,8,0,4,-0.4
CCOC(=O)c1cnc(SC)nc1Oc1cccc(NC(=O)c2ccc(Cl)cc2)c1,-1,0.7,1,-11,2,4,-1,4,0.0
CCCCC(=O)Nc1cccc(-c2cn3ccsc3n2)c1,-4,0.4,-11,-2,1,3,-7,-9,0.9
COc1cc(NC(=O)CSc2nc(C)c(C)c(C)n2)c(C)cc1[N+](=O)[O-],-2,-1.0,19,-3,11,7,x,0,-0.3

# More structures follow.
SMILES,TRHR enhancer,TRHR agonist,D1 antag,D2 potentiator,D1 ag,D2 antagonist,RXFP1 antag,D1 potentiator,D2 agonist
Cc1ccccc1-n1c(-c2csc(C)c2C)n[nH]c1=S,7,0.1,0,12,0,11,-27,-3,0.4
CCCn1nc2cc(C(=O)NCc3ccc(C)cc3)ccc2c1OC,-4,-0.5,4,-4,1,7,x,-11,0.1
COc1ccc(C(C)(C)C)cc1NC(=O)c1[nH]c(C)c(C(C)=O)c1C,1,-0.4,-28,-29,0,8,-6,-10,-0.7
Oc1ccc(Br)cc1Cn1nnc2ccccc21,-4,0.0,2,2,15,4,4,-4,1.3
CCCN1CCN(CCCNC(=O)c2ccc3nc(N4CCC(C)CC4)sc3c2)CC1,3,-0.3,-8,4,0,0,x,-4,5.7
COc1ccc(S(=O)(=O)N2CCN(C(c3ccccc3)c3ccccc3)CC2)cc1NC(C)=O,18,0.2,8,x,3,x,0,-4,x
CN(C)c1ccc(C2N(C)C(=O)c3ccccc3N2C)cc1 (stereo not drawn),3,-1.4,-12,6,11,7,7,-6,-1.0
O=C(CSc1nc(=O)n(CCCN2CCOCC2)c2c1CCCC2)Nc1cccc(F)c1,1,-0.8,-13,-21,1,-5,-5,0,-1.1
Cn1cnc([N+](=O)[O-])c1NCc1ccccc1,-3,0.0,6,2,2,1,-4,3,-0.3
CCOc1ccc(NC(=O)c2sc3nc(N4CCOCC4)c4c(c3c2N)CC(C)(C)OC4)cc1,0,-0.1,15,x,1,x,13,1,x
Cc1nc2ccccc2c2nc(N)nn12,-8,-1.6,-56*,14,0,4,-10,-10,-1.0
CCc1ccccc1NC(=O)CN(C)S(=O)(=O)c1cccc2nsnc12,-2,-1.0,-19,-4,-2,x,-2,7,-1.3
CCOc1ccccc1CNC(CC)CO (stereo not drawn),-4,0.3,x,7,-2,-7,-8,-7,0.9
Cc1ccc(-n2nc3c(c2NC(=O)C(C)C)CS(=O)(=O)C3)c(C)c1,4,0.1,4,-7,1,-8,4,-6,1.9
CC(On1nnc2ccc(S(=O)(=O)N3CCOCC3)cc21)C(=O)Nc1ccccc1F (stereo not drawn),-5,0.3,7,14,2,-1,-10,-4,0.1
COC(=O)c1ccccc1NC(=O)CCCn1nc(C)c2sc3ccccc3c2c1=O,2,0.3,7,x,0,x,-7,-3,-0.9
CCO/N=C/c1ccc(OC)c(Oc2nc(OC)cc(OC)n2)c1,8,0.1,-4,1,6,8,-26,-4,-1.7
O=C(Nc1ccc2c(c1)OCO2)c1ccc(Cl)c(S(=O)(=O)N2CCOCC2)c1,-3,-1.0,-9,6,5,9,-6,-1,0.3
CC(NC(=O)[C@@H](C)NC(=O)[C@@H]1Cc2ccccc2CN1C(=O)OC(C)(C)C)c1ccccc1 (stereo partly drawn),-5,-0.2,-4,10,2,-28,7,-2,-3.9
CN(CC(=O)Nc1cccc2ccccc12)C(=O)c1ccc(F)cc1F,5,0.0,-11,3,4,-24,-6,x,0.1
Cc1ccccc1CNC(=O)CN1C(=O)CCCc2ccccc21,2,-0.3,0,2,-1,x,-2,6,-1.0
C=C(C)CN(CC)C(=O)CSc1ccc(S(=O)(=O)N2CCN(Cc3ccccc3)CC2)cn1,-11,0.9,-4,13,3,-23,-14,-1,-0.3
CCOCCCNC(=O)C1CCCN1S(=O)(=O)c1ccc(Cl)cc1 (stereo not drawn),-1,0.5,7,-5,0,-14,-4,7,-0.3
Nc1cccnc1Sc1ccc(Cl)cc1,-1,-0.8,5,-4,1,17,-16,-3,0.6
CCCc1cc(C(=O)NCC(C)C)no1,-3,1.7,13,10,1,-2,2,2,-1.9
CN1CCCN(C(=O)CSc2ccccc2)CC1,31*,0.4,30,-9,-2,-2,9,-5,1.1
C=CCN(CC=C)C(=O)c1cc2ccccc2c(=O)o1,-5,-0.6,0,4,2,20,x,-1,0.6
COc1cc2c(C(=O)N3CCN(C4CCCCC4)CC3)cn(CC(C)C)c(=O)c2cc1OC,-1,0.7,1,3,-1,-12,2,-1,0.2
CCCCOc1ccc(CNC(=O)CCCN2C(=O)CSc3c2c(C)nn3-c2ccccc2)cc1,-7,0.9,-5,x,10,x,x,-6,x
CCC(C)NC(=O)c1cn(CC)c2ccc(S(=O)(=O)N(C)C)cc2c1=O (stereo not drawn),-3,-0.2,-5,7,2,20,-35,-1,-1.5
CCn1c(CN2CCN(C)CC2)nc2cc(NC(=O)c3ccc([N+](=O)[O-])cc3)ccc21,1,0.7,3,-1,0,x,-2,0,1.2
CCOC(=O)c1c(C)[nH]c(C)c1S(=O)(=O)N1CCCC(C(=O)Nc2ccc(OC)c(Cl)c2)C1 (stereo not drawn),0,-0.4,13,-6,5,x,x,4,0.0
CC1CC(C)CN(S(=O)(=O)c2ccc(C(=O)N3CC(C)OC(C)C3)cc2)C1 (stereo not drawn),-1,-0.2,-1,8,-1,-1,5,-1,0.2
Cc1nc2cc(N3CCCCC3)c(NC(=O)c3ccncc3)cc2c(=O)n1Cc1ccccc1,-1,-0.4,-1,x,0,x,10,4,x
CCOc1ccccc1/C=C/c1onc(C)c1S(=O)(=O)N1CCC(C(=O)NC(C)(C)C)CC1,-4,1.0,-1,-11,2,16,6,-1,-0.5
Cn1nnnc1Sc1ncnc2scc(-c3ccc(C(=O)OC(C)(C)C)cc3)c12,4,0.0,-6,x,5,x,x,14,x
COC(=O)c1ccc(OCC2c3cc(OC)c(OC)cc3CCN2C(=O)c2ccccc2C)cc1 (stereo not drawn),24,-0.5,-11,-2,-1,x,x,-2,0.6
O=C1[C@@H]2[C@@H]3C[C@@H]([C@H]4ON=C(c5ccc(OCc6ccccc6)cc5)[C@@H]34)[C@@H]2C(=O)N1c1ccc2c(c1)OCO2,-4,-0.3,-3,-4,10,1,-5,-3,-1.0
Cc1ccc(C(=O)Nc2nc(N)n(-c3ccccc3)n2)cc1,0,-0.1,-2,15,4,3,-1,1,0.0
Cc1cc(NC(=O)c2ccc(Cl)cc2)cc(C)c1OCC(=O)N1CCOCC1,-5,0.0,5,2,4,-3,-9,0,-0.2
CC(=O)Nc1ccc(NC(=O)C(C)OC(=O)c2c(NC(C)=O)sc(C)c2C)cc1 (stereo not drawn),4,0.3,10,-12,3,14,-10,-1,-1.0
COc1ccc(N(CC(=O)N2CCN(c3ccccc3F)CC2)S(=O)(=O)c2c(C)noc2C)cc1,-2&8,-0.2&-1.6,-23&-9,1,4&2,-8,0,-12&8,0.0&-0.7
CCOc1ccc(NC(=O)CC2C(=O)N(CC)C(=S)N2CCN2CCOCC2)cc1 (stereo not drawn),1,0.4,5,-2,1,19,1,2,0.2
COc1ccc(CC(=O)NCC2(c3ccc(OC)c(OC)c3)CCCC2)cc1,0,0.3,-7,9,4,2,0,-2,0.1
O=C(NC1CCCN(Cc2ccc(Cl)cc2)C1)c1c(F)cccc1F (stereo not drawn),-7,-0.1,-5,-16,4,-2,-1,2,-0.2
COc1ccc(CC(=O)Nc2nnc(C)s2)cc1,2,0.1,17,-13,1,14,-5,-2,-0.3
CCCCCn1nc(C(=O)N2CCc3ccccc32)c2ccccc2c1=O,-3,-0.6,-51*,10,1,25,0,-4,0.0
COc1ccc(S(=O)(=O)NCCSc2ccccc2)cc1OC,2,-0.8,-24,-12,1,7,-5,-4,0.1

# 3 compounds from above, ordered by molecular weight, smallest number first.
SMILES,TRHR enhancer,TRHR agonist,D1 antag,D2 potentiator,D1 ag,D2 antagonist,RXFP1 antag,D1 potentiator,D2 agonist
COc1ccc(S(=O)(=O)NCCSc2ccccc2)cc1OC,2,-0.8,-24,-12,1,7,-5,-4,0.1
O=C(NC1CCCN(Cc2ccc(Cl)cc2)C1)c1c(F)cccc1F (stereo not drawn),-7,-0.1,-5,-16,4,-2,-1,2,-0.2
Cc1cc(NC(=O)c2ccc(Cl)cc2)cc(C)c1OCC(=O)N1CCOCC1,-5,0.0,5,2,4,-3,-9,0,-0.2

# The results go on:
SMILES,TRHR enhancer,TRHR agonist,D1 antag,D2 potentiator,D1 ag,D2 antagonist,RXFP1 antag,D1 potentiator,D2 agonist
CC(C)[C@H](NC(=O)c1ccco1)C(=O)OCC(=O)Nc1cccc(F)c1,-5,1.0,3,2,-1,-4,-12,-4,-2.5
O=C(c1ccc(S(=O)(=O)N2CCCC2)cc1)N1CCCc2ccccc21,-2,-0.6,3,-4,4,14,-2,-1,0.4
COc1cccc(C(=O)N2CCN(Cc3nc(CC4CC4)no3)CC2)c1,5,-0.1,-13,8,2,7,-2,-4,0.7
Nc1c(N(Cc2ccco2)C(=O)COc2ccccc2Cl)c(=O)[nH]c(=O)n1Cc1ccccc1,8,0.0,-4,9,4,-18,-6,x,0.6
